Source: PubChem BioAssay (National Center for Advancing Translational Sciences (NCATS))
Tb PGK inh – qHTS Assay to Find Inhibitors of Phosphoglycerate Kinase; PGK/GAPDH coupled, Kinase-Glo luminescence, 60 min; Phosphoglycerate kinase, glycosomal (Trypanosoma brucei brucei), P07378; Potency, µM (highest dose often 57.5 µM), without a hit: at the top dose activity change, negative = inhibition, most hits filed as inhibitors; 0.043% of 380,000 active; AID 602233, 2012; also: potency is read from the fitted curve at half-maximal effect; % is scaled to controls: 0 for no effect and ±100 for the full control effect; nearly all actives have a fitted effect of over 60% in size
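Recombinant glycosomal PGK reaction used 1,3-bisphosphoglycerate generated in-well by GAPDH (100nM final) in 100mM TEA pH 7.6, 5mM MgCl2, 0.01% Tween-20. After 60 minutes at room temperature, ATP was read by Kinase-Glo Plus luminescence end-point.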
BAZ2B block – qHTS Assay for Inhibitors of BAZ2B; AlphaScreen BAZ2B-H3K14Ac peptide displacement; Bromodomain adjacent to zinc finger domain protein 2B (Homo sapiens), Q9UIF8; 4.4% of 360,000 active; Potency, µM (titrated, usually from 114 µM), without a hit: top-dose activity change, negative = inhibition, usual class: inhibitors; also: potency is read from the fitted curve at half-maximal effect; % is scaled to controls: 0 for no effect and ±100 for the full control effect; nearly all actives have a fitted effect of over 60% in size
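In this displacement format the biotinylated H3(5-23) peptide acetylated at Lys14 serves as ligand at 50 nM, with BAZ2B at 50 nM in PBS pH 7.4 containing 0.01% Tween-20. Donor and acceptor beads are 10 ug/mL final.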
ERG Ets-DNA blk – qHTS for Small Molecule Inhibitors of the ERG Ets/DNA interaction. Transcriptional regulator ERG (Homo sapiens), P11308. fluorescence polarization, His-ERG Ets domain / labelled DNA. Potency, µM (titrated, usually from 76.9 µM), inactives show top-dose FP activity, negative = inhibition, actives largely listed as inhibitors. 0.028% of 370,000 active; active = well fitted inhibition curve with a large enough effect in the polarisation, with a control signal flat; inconclusive = small, poorly fitted or top-dose-only effect, or effect the other way, or a change in a side signal; inactive = no such curve, though single readings can be large or run the other way; the % refers to the polarisation;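 also: polarization taken with two DNA probes labelled with fluorescein and Texas red; potency is read from the fitted curve at half-maximal effect; % of control where 0% means no effect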
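His-tagged ERG Ets domain (1 uM in the protein solution; 300mM KCl, 50mM Tris-HCl, 1mM EDTA, 1mM DTT, pH 7.5) received compound, then a probe mix of 5 nM fluorescein-DNA and 100nM Texas-615-DNA. Fluorescence polarization was read for both dyes.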
PI4K2A block – qHTS for small molecular inhibitors of PI4K2A; 0.13% of 420,000 active; Phosphatidylinositol 4-kinase type 2-alpha (Homo sapiens), Q9BTU6; AID 1346378, 2018; purified PI4K2A, ADP-Glo luminescence, 1 h; stronger effect = lower value; activity change, negative = inhibition, % at 76.9 µM; in the data active = activity change below about -50%; inconclusive = mostly about -30% to -49%;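 also: -100% = wells without enzyme as full effect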
Target sequence (Q9BTU6 whole entry, looked up): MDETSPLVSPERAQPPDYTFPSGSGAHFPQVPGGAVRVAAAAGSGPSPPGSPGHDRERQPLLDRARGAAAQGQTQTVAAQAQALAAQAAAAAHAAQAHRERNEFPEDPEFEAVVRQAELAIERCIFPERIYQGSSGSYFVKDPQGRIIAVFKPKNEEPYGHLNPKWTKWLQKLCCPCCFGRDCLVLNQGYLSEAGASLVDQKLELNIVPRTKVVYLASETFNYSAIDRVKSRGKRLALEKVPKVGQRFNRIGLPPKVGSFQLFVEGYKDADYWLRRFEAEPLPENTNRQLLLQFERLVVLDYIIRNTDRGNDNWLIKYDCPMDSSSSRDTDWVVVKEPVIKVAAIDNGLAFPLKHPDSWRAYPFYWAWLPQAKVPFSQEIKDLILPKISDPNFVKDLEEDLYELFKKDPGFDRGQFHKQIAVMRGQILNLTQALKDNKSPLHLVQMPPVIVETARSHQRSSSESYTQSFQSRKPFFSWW
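In this quantitative HTS, ADP production by PI4K2A was quantified luminescently after 1 h at ambient temperature; 100 microM adenosine served as plate-quality control.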
Pin1 inh – qHTS Assay to Find Inhibitors of Pin1. Peptidyl-prolyl cis-trans isomerase NIMA-interacting 1 (Homo sapiens), Q13526. Pin1 FP peptide displacement, HiFluor488, 10 min. Potency, µM (titrated, usually from 115 µM), for the others: top-dose activity, negative = inhibition, actives largely listed as inhibitors. 0.009% of 390,000 active. AID 504891, 2011; active = well fitted inhibition curve with a large enough effect in the polarisation, with a control signal flat, not every such curve was filed as active; inconclusive = small, poorly fitted or top-dose-only effect, or effect the other way, or a change in a side signal; inactive = no such curve, though single readings can be large or run the other way; the % refers to the polarisation; also: potency is read from the fitted curve at half-maximal effect; % is scaled to controls: 0 for no effect and ±100 for the full control effect
JMJD2A Tudor – qHTS Assay for Inhibitors of JMJD2A-Tudor Domain; 4.4% of 390,000 active; AlphaScreen JMJD2A-Tudor / H3K4me3 peptide binding; AID 504339, 2011; Potency, µM (highest dose often 114 µM), without a hit: at the highest dose activity change, negative = inhibition, usual class: inhibitors; also: potency is read from the fitted curve at half-maximal effect; % is scaled to controls: 0 for no effect and ±100 for the full control effect; nearly all actives have a fitted effect of over 50% in size
G9a inh – qHTS Assay for Inhibitors of Histone Lysine Methyltransferase G9a; Histone-lysine N-methyltransferase EHMT2 (Homo sapiens), Q96KQ7; G9a H3K9 monomethylation, AlphaScreen, 2 h; Potency, µM (top dose mostly 102 µM), without a hit: at the top dose activity, negative = inhibition, most hits filed as inhibitors; 8.8% of 350,000 active; also: potency is read from the fitted curve at half-maximal effect; % is scaled to controls: 0 for no effect and ±100 for the full control effect; nearly all actives have a fitted effect of over 75% in size
Target sequence (Q96KQ7 913-1193 limits assumed): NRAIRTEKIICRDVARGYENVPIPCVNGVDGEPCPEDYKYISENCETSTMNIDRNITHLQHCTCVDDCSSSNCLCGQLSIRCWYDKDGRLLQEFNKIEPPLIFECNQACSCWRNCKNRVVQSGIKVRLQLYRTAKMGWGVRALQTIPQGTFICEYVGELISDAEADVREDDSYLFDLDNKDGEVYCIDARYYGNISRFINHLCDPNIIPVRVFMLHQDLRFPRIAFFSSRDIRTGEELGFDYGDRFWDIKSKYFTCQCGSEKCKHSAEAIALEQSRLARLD
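AlphaScreen read-out: biotin-H3K9 peptide (500 nM) methylation by 20 nM enzyme with 20 uM SAM, 2 h at room temperature after 15 min compound preincubation; anti-monomethyl H3K9 antibody plus donor/acceptor beads, 10 min dark.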
GLS inhibitor – qHTS for Inhibitors of Glutaminase (GLS); Glutaminase kidney isoform, mitochondrial (Homo sapiens), O94925; GLS enzymatic activity, qHTS titration; Potency, µM (titrated, usually from 45.5 µM), without a hit: at the top dose activity change, negative = inhibition, most hits filed as inhibitors; 0.21% of 410,000 active; also: potency is read from the fitted curve at half-maximal effect; % is scaled to controls: 0 for no effect and ±100 for the full control effect
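Coupled fluorescence readout: glutamate oxidase/HRP/Amplex Red detect glutamate formed by hKGA from L-glutamine (1 mM solution added). Buffer 45 mM KH2PO4 pH 8.2, 0.02% Tween-20; reads at t0 and 30 min RT.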
HP1b chromo inh – HTS for Inhibitors of HP1-beta Chromodomain Interactions with Methylated Histone Tails | Potency, µM (titrated, usually from 114 µM), inactives show at the highest dose activity change, negative = inhibition, usual class: inhibitors | 0.56% of 390,000 active | Chromobox protein homolog 1 (Homo sapiens), P83916 | AlphaScreen HP1-beta / biotin-H3K9me3 peptide binding | AID 540317, 2011; also: potency is read from the fitted curve at half-maximal effect; nearly all actives have a fitted effect of over 70% in size; inactives centre near 23
Target sequence (P83916 whole entry, looked up): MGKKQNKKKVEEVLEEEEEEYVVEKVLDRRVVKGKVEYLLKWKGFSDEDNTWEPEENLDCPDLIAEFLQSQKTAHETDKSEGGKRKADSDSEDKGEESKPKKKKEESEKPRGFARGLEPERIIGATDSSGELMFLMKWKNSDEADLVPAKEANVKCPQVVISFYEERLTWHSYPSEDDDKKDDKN
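Compound inhibition of the preformed complex between 50 nM HP1-beta and 50 nM biotinylated H3K9me3 peptide was read by AlphaScreen. Buffer was PBS pH 7.4 with 0.01% Tween-20. Incubations ran 30 min at room temperature, with 10 ug/mL donor/acceptor beads.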
* = called active by the depositor; i = inactive; ? = inconclusive; · = not tested or not shown; [ ] = remark or other dose. Unless noted, calls follow the shape of the dose curve; as a rule, active = well fitted curve in the direction sought with a large enough effect; inconclusive = small, poorly fitted or top-dose-only effect, or another doubt; inactive = no such curve, though single readings can be large; an effect the other way counts as inactive or inconclusive.

Structure | BAZ2B block | GLS inhibitor | Pin1 inh | ERG Ets-DNA blk | PI4K2A block | JMJD2A Tudor | Tb PGK inh | HP1b chromo inh | G9a inh
COc1cc(NC(=O)c2ccc(-c3cccc(F)c3)o2)ccc1NC(=O)c1ccccc1Cl | · | 9% | 66%[activator] | 7% | -1 | -20% | 8% | 22% | ·
O=C(Cc1cccs1)Nc1nc2c(ccc3ccccc32)s1 | -2% | -4% | 15% | -12% | -3 | -6% | -5% | 30% | ?
COc1ccc(C(CNC(=O)CCNS(=O)(=O)c2ccc(C)cc2)N2CCOCC2)cc1 (stereo unspecified) | 12% | 3% | -5% | 4% | -17 | -5% | 8% | -10% | -25%
Cc1cc(Cl)ccc1OCC(=O)N(Cc1sccc1C)C1CCS(=O)(=O)C1 (stereo unspecified) | -7% | 1% | 33%[activator] | -2% | 0 | -16% | · | 16% | 8%[59 µM]
COc1ccc2[nH]c(O)c(N=NC(=O)c3ccc(NS(=O)(=O)c4cccs4)cc3)c2c1 | 50µM* | -6% | ? | -11% | -30 | ? | -11% | 24% | -3%[12.7 µM]
CCNC(=S)N/N=C/c1ccc(C#N)cc1 | -5% | 1% | 0% | 3% | -2 | -9% | -7% | 44%[activator] | 8%
O=C(Nn1cnnc1)c1ccc([N+](=O)[O-])cc1 | -29% | 1% | ? | -6% | 0 | -13% | -4% | -19% | 9%
Cc1cccc(C(=O)NCCN2CCCC2)c1 | 3% | 0% | 2% | -4% | -1 | -2% | -3% | 31% | -84%
CCOC(=O)c1c(NC(=O)c2cccc(N3C(=O)CCC3=O)c2)sc(C)c1C | -7% | -6% | -1% | 3% | 4 | -26% | -10% | 8% | ·
CN(CP(=O)(O)CCc1ccccc1)S(C)(=O)=O | -5% | 9% | -3% | 2% | -3 | -30% | -8% | 5% | 18%[59 µM]
Cc1scc(C(=O)N2CCN(S(C)(=O)=O)CC2)c1-c1ccccc1 | 1% | -3% | -15% | -13% | -1 | -6% | 2% | 24% | -50%[59 µM]
COc1ccc(CNC(=O)c2ccc(CS(=O)Cc3ccc(Cl)cc3)o2)cc1 (stereo unspecified) | -4% | 4% | -4% | 5% | 6 | -13% | -5% | 44%[activator] | -1%
COC(=O)C1=CN(Cc2cccs2)C=C(C(=O)OC)C1c1cccc(OC)c1OC | 6% | 24% | -3% | · | -2 | 2% | 2% | 42%[activator] | 4%
N#Cc1ccccc1S(=O)c1ccccc1C(=O)Nc1ccccc1 (stereo unspecified) | -14% | 5% | 1% | -2% | 1 | 0% | -4% | 16% | -2%
Cc1cc(Cl)ccc1OCCCC(=O)OCC(=O)Nc1cccc(S(N)(=O)=O)c1 | -2% | -3% | -1% | 10% | 2 | -17% | 3% | 26% | ?

Structure | BAZ2B block | GLS inhibitor | Pin1 inh | ERG Ets-DNA blk | PI4K2A block | JMJD2A Tudor | Tb PGK inh | HP1b chromo inh | G9a inh
Cc1cccc2cc(CN(Cc3cccnc3)C(=O)c3ccncc3)c(=O)[nH]c12 | 1% | -3% | -4% | 2% | 2 | -28% | 8% | -2% | -8%[59 µM]
O=C(CCSc1ccccc1)Nc1nnc(-c2cccs2)o1 | 3% | -13% | 5% | 2% | 2 | -13% | 0% | 48%[activator] | -4%
COC(=O)c1sc2nc[nH]c(=O)c2c1C | -5% | 12% | -1% | -2% | -3 | -6% | 3% | 23% | -8%[59 µM]
CSc1ccccc1NC(=O)c1ccoc1C | -4% | 6% | 9% | -5% | 7 | -14% | -2% | 23% | ?
CCn1nc(C)cc1C(=O)NC1CCCc2c1cnn2-c1cc(F)cc(F)c1 (stereo unspecified) | 1% | 7% | 0% | 0% | 3 | 0% | 16% | 30% | 13%
CC(C)(C)S(=O)(=O)/C(C#N)=N/Nc1ccc(S(N)(=O)=O)cc1 | -23% | 4% | ? | 107%[activator] | 3 | 89µM* | 5% | 27% | -24%
COC(=O)c1cc(NC(=S)Nc2cc(Cl)cc(Cl)c2)cc(C(=O)OC)c1 | 1% | 0% | -2% | -11% | -6 | -6% | -2% | 7% | 6%
O=C(Cc1c[nH]c2ccccc12)NCc1ccc(Cl)cc1Cl | -37% | 9% | 0% | -8% | -3 | ? | i | -22% | 1%[59 µM]
CN(C(=O)c1ccc(NC(=O)C2CCCN(C(=O)OC(C)(C)C)C2)cc1)C1CCCCC1 (stereo unspecified) | · | -1% | -6% | 18% | 0 | -19% | -6% | 23% | ·
CCN(CC)CCNC(=O)C1(c2ccccc2)CCCCC1 | · | -13% | -2% | 11% | 11 | -22% | -1% | -13% | ·
CCN(CC)S(=O)(=O)c1cccc(C(=O)N/N=C/c2c(C)nn(-c3ccccc3)c2Cl)c1 | ? | 6% | 41%[activator] | -3% | -1 | -25% | -4% | 11% | ?
C/C(=N\N(Cc1ccccc1)c1ccccc1)c1cccnc1 | ? | 9% | 0% | -1% | 0 | ? | -5% | -3% | ?
CC1CCN(CC(=O)Nc2cccc(Cl)c2)CC1 | -5% | -2% | -2% | 0% | 3 | -1% | 11% | 30% | -28%
COc1cc([N+](=O)[O-])ccc1NC(=O)Nc1ccc2c(c1)OCCO2 | ? | -14% | -20% | -2% | 6 | ? | 2% | -3% | ·
O=C(O)c1ccc2c(c1)N(Cc1ccccc1F)C(=O)c1ccccc1S2=O (stereo unspecified) | 0% | 19% | -7% | 4% | -5 | ? | 0% | 22% | 12%[59 µM]

Structure | BAZ2B block | GLS inhibitor | Pin1 inh | ERG Ets-DNA blk | PI4K2A block | JMJD2A Tudor | Tb PGK inh | HP1b chromo inh | G9a inh
CC(C)Cn1c(N)c(/C=N/NC(=O)c2ccc(Cl)cc2)c(=O)n(C)c1=O | -1% | 3% | -1% | 0% | 0 | -17% | -10% | -14% | 20%
Cc1ccc(CNC(=O)c2ccccc2N)cc1 | -12% | 0% | -3% | -3% | 4 | -17% | ? | 29% | 36%[59 µM]
O=S(=O)(c1ccc(-c2ccccc2)cc1)N1CCCC1 | 18% | 0% | 2% | 1% | -1 | 24% | -9% | 60%[activator] | 22%[12.7 µM]
COc1ccc(/C=C2\Oc3cc(OCC(=O)N4CCC[C@H]4C(=O)O)ccc3C2=O)cc1OC | -34% | 9% | 71%[activator] | 18% | -10 | -26% | i | 16% | ·
Cc1ccc(Cl)c2c1=NC(=O)C=2c1[nH]c(=S)[nH]c1O | ? | 8% | 2% | 0% | -4 | -26% | i | ? | 7.9µM*
COc1ccccc1NCCC(=O)OCC(=O)Nc1ccc(Cl)cn1 | ? | 21% | 7% | -3% | 1 | -36% | 13% | -15% | ?
O=[N+]([O-])c1ccc(NNC(=S)Nc2ccc(F)cc2)cc1 | 45µM* | -22% | 8% | -16% | -14 | 50µM* | · | ? | ?
O=C(NC(=S)NNC(=O)c1cc2ccccc2cc1O)c1ccco1 | 7% | ? | ? | -12% | -2 | 45µM* | -4% | 1% | ·
CCOc1ccc(NC(=O)CSc2nc3ccsc3c(=O)n2C(C)CC)cc1 (stereo unspecified) | 2% | 7% | ? | -12% | -2 | 3% | -3% | 46%[activator] | 8%[59 µM]
CCc1cccc(C)c1NC(=O)CSc1nc2c(c(=O)[nH]1)CCC2 | -13% | 6% | 2% | 5% | 3 | -9% | · | 21% | -29%[59 µM]
O=C1C=CC(=O)N1c1ccc(N2CCCCC2)cc1 | -36% | 43%[activator] | 3% | -16% | 7 | 20µM* | 7% | 16µM* | 0.56µM*
CC(C)C(=O)Nc1ccc2nc(SCC(=O)N3CCCC3)sc2c1 | -16% | 2% | 1% | 2% | -1 | 4% | 10% | 41%[activator] | -2%[59 µM]
O=C(O)c1ccc(NC(CSCc2ccc(F)cc2)C(=O)O)c([N+](=O)[O-])c1 (stereo unspecified) | ? | 28% | ? | · | -5 | -18% | -9%[11.5 µM] | 8% | 2%[59 µM]
O=C(NCC1CCCO1)c1cccc(C(=O)NCC2CCCO2)c1 (stereo unspecified) | 7% | -2% | 4% | -1% | -1 | -12% | 0% | 23% | ·
COc1cccc(Nc2nc(N)c([N+](=O)[O-])c(NCc3ccccc3)n2)c1 | ? | 10% | 1% | -3% | 3 | ? | 3% | ? | 45µM*
O=C1c2nccnc2C(=O)N1Cc1ccccc1 | · | 0% | -4% | 5% | 4 | -5% | i | 43%[activator] | ·
O=C(c1cccs1)N(CC1CCCO1)c1nc(-c2ccccc2)cs1 (stereo unspecified) | 7% | 2% | 21% | 2% | -1 | 16% | 0% | 53%[activator] | -16%
Cc1nc(SCC(=O)O)c(C#N)c2c1CCCC2 | 79µM* | ? | 1% | 3% | -18 | ? | -16% | 12% | 50µM*

No enrichment for hits. About 11% of those tested had a hit in this group.
